mIDH1 inhibitor – inhibitors of human mutant IDH1 R132H. O75874. IDH1-R132H enzyme, NADPH consumption, diaphorase/resazurin fluorescence. Potency, µM (highest dose often 76.6 µM), inactives show top-dose activity change, negative = inhibition, hits mostly inhibitors. 390,000 compounds, 0.093% hits; also: potency is read from the fitted curve at half-maximal effect; % is scaled to controls: 0 for no effect and ±100 for the full control effect; nearly all actives have a fitted effect of over 65% in size
Target sequence (O75874 whole entry R132H, stated change not applied): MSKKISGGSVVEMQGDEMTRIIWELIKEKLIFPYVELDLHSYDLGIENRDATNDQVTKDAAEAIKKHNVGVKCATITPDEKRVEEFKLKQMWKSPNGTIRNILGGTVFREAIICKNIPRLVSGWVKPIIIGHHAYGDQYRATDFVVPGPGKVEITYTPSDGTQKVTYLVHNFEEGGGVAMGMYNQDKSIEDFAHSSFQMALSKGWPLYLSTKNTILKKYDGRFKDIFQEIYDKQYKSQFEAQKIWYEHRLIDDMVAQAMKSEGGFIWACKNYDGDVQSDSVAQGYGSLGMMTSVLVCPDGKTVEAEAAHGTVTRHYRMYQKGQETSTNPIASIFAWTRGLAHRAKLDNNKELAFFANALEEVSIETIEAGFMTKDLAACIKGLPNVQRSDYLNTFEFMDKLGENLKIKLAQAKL
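IDH1-R132H (0.5 ug/mL) preincubated 30 min with compound, then NADPH (0.016 mM) and alpha-KG (2 mM) added; 80 min at RT, pH 7.5. Remaining NADPH coupled via diaphorase/resazurin to fluorescence (540/590 nm); concentration-response curves normalized to no-enzyme control.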
USP1-UAF1 inh – inhibitors of human USP1/UAF1 deubiquitinase; O94782; Potency, µM (doses to about 57.1 µM), inactives show top-dose activity change, negative = inhibition, most hits filed as inhibitors; AID 743255; recombinant USP1/UAF1, Ub-Rhodamine cleavage fluorescence; 390,000 compounds, 0.23% hits; also: potency is read from the fitted curve at half-maximal effect; % is scaled to controls: 0 for no effect and ±100 for the full control effect; nearly all actives have a fitted effect of over 60% in size; inactives centre near -12
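High-throughput fluorogenic screen: 1nM USP1/UAF1 complex, Ub-Rho substrate 150nM final, 50mM HEPES pH 7.8 with 0.5mM EDTA, 0.1 mg/ml BSA, 1mM TCEP and 0.01% Tween-20.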
Pin1 inh – blocks the human prolyl isomerase Pin1; Q13526; Pin1 FP peptide displacement, HiFluor488, 10 min; Potency, µM (highest dose often 115 µM), for the others: at the top dose activity, negative = inhibition, hits mostly inhibitors; 390,000 compounds, 0.009% hits; active = well fitted inhibition curve with a large enough effect in the polarisation, with a control signal flat, not every such curve was filed as active; inconclusive = small, poorly fitted or top-dose-only effect, or effect the other way, or a change in a side signal; inactive = no such curve, though single readings can be large or run the other way; the % refers to the polarisation; also: potency is read from the fitted curve at half-maximal effect; % is scaled to controls: 0 for no effect and ±100 for the full control effect
Target sequence (Q13526 whole entry, looked up): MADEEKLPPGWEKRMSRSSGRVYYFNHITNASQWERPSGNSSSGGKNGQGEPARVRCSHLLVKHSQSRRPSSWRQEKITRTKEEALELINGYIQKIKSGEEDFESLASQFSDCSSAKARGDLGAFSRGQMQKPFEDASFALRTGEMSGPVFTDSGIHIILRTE
TRHR ag – agonists of human TRH receptor | P34981 | TRHR cells, calcium flux fluo-8, FDSS agonist mode | activation, % at 2 µM | 360,000 compounds, 0.18% hits; in the data active = activation above about 30%; also: 0% is about no effect
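TRHR-expressing cells loaded with fluo-8 calcium dye; 23 nL library compound pin-transferred, kinetic FDSS fluorescence (Ex 480/Em 530) recorded about 180 s for agonist-induced calcium release, before a 10 nM TRH EC20 addition for potentiator mode.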
D2 antag – antagonists of human D2 dopamine receptor. inhibition, % at 10 µM. P14416. 340,000 compounds, 2% hits. AID 485344. HEK293 TREx D2 cells, calcium flux, dopamine EC80; in the data active = inhibition above about 30%; also: 0% is about no effect
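Calcium mobilization kinetics were recorded at 1 s intervals in tetracycline-induced HEK293 T-REx D2 cells, first for 180 s after compound addition and then 180 s after EC80 dopamine.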
D2 agonist – activates the human D2 dopamine receptor. AID 485358. activation, % at 2 µM. P14416. HEK293 T-REx D2 cells, calcium flux agonist mode. 340,000 compounds, 0.53% hits;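 active = activation over 3 SD above normal in the single-dose calcium agonist read, cut at about 30% in these data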; also: 0% is about no effect
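Tetracycline-induced HEK293 Trex cells with D2 receptor force-coupled to calcium signaling, plated overnight at 30 C and loaded with no-wash calcium dye. Calcium flux read kinetically for 180 s after compound addition; responses flag agonists.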
TRHR PAM – allosterically enhances the human TRH receptor | AID 493056 | 360,000 compounds, 0.66% hits | P34981 | enhancement, % at 2 µM | TRHR cells, fluo-8 calcium fluorescence, EC20 TRH enhancement; in the data active = enhancement above about 30%; also: 0% is about no effect
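TRHR-expressing cells loaded with fluo-8 calcium dye were read kinetically (ex 480/em 530) during compound addition, then stimulated with an EC20 of TRH (10 nM final). Enhancement of the Gq-mediated intracellular calcium response was scored.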
TrxR1 substrate – rat thioredoxin reductase 1 substrate activity. O89049. purified TrxR1 substrate turnover, NADPH consumption readout. Potency, µM (series often up to 114 µM), for inactives: top-dose activity change, negative = substrate turnover. 390,000 compounds, 0.01% hits; also: potency is read from the fitted curve at half-maximal effect; % is scaled to controls: 0 for no effect and ±100 for the full control effect; nearly all actives have a fitted effect of over 50% in size
Target sequence (O89049 whole entry, looked up): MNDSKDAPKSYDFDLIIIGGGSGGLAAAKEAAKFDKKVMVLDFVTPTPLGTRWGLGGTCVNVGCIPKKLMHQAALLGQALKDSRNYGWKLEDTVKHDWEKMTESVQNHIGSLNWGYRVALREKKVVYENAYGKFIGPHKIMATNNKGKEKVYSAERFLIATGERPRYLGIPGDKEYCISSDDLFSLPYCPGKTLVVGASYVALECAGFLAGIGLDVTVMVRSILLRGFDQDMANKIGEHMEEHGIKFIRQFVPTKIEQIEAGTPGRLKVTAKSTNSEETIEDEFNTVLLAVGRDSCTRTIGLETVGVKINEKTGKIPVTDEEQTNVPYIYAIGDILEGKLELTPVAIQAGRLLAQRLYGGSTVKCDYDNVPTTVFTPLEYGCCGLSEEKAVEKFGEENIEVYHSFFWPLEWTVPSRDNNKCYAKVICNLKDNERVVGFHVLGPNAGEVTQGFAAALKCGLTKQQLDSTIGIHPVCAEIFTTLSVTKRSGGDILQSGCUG
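Rat TrxR1, dispensed at 90 nM, was prereduced with 400 uM NADPH (final) for 5 min at ~22 deg C, then incubated with compound 15 min before 400 uM selenite. A first-read NADPH fluorescence drop versus no-compound background flagged substrates.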
TrxR1 inh – blocks rat thioredoxin reductase 1; recombinant rTrxR1, NADPH fluorescence consumption, selenite substrate; Potency, µM (titrated, usually from 114 µM), for inactives: at the highest dose activity change, negative = inhibition, usual class: inhibitors; 390,000 compounds, 1% hits; also: potency is read from the fitted curve at half-maximal effect; % is scaled to controls: 0 for no effect and ±100 for the full control effect; nearly all actives have a fitted effect of over 65% in size
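Rat TrxR1 (90 nM in the dispensed reagent) was pre-reduced with 400 uM NADPH for 5 min at room temperature, then incubated with compound for 15 min. After 400 uM selenite was added, NADPH fluorescence (Ex 340/Em 450 nm) was followed for 8 min.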
The depositor's hits bear a star; ? = inconclusive; · = not tested or not shown; & = joins results of further samples; [ ] = another dose, or the depositor's remark. Unless noted, calls follow the shape of the dose curve; as a rule, active = well fitted inhibition curve with a large enough effect; inconclusive = small, poorly fitted or top-dose-only effect; inactive = no such curve, though single readings can be large or run the other way. These rows are one share of the data, so the mix of outcomes need not match the whole.

nr	compound	mIDH1 inhibitor	USP1-UAF1 inh	Pin1 inh	TRHR ag	D2 antag	D2 agonist	TRHR PAM	TrxR1 substrate	TrxR1 inh
1	COc1ccc(OC)c(C2C=C(C34CC5CC(CC(C5)C3)C4)NC(=S)N2)c1 (centres undefined)	5.6%	-25.7%	6.3%	0.0	-8.4	1.0	7.7	7.2%	18.7%
2	COc1ccccc1Nc1nn2c(=O)c3ccc(C(=O)NC4CCC(C)CC4)cc3nc2s1 (centres undefined)	0.5%	-25.6%	5.6%	0.7	·	2.9	7.1	6.5%	29.1%
3	CCN1C(=O)C(CC(=O)Nc2ccc(Cl)cc2)N(NC(=O)c2ccncc2)C1=S (centres undefined)	0.6%	5.7%	1.7%	0.4	31.1*	0.0	18.9	1.5%[57.1 µM]	-7.4%[57.1 µM]
4	COc1ccc(NC(=O)c2ccccc2NC(=O)C2CCCCC2C(=O)O)cc1 (centres undefined)	-9.2%	-10.5%	1.0%	·	·	·	·	0.3%	7.7%
5	CCOC(=O)C1(Cc2ccccc2C)CCCN(C(=O)c2cc(C3CC3)[nH]n2)C1 (centres undefined)	7.5%	-9.3%	-10.0%	0.1	31.7*	0.5	-3.3	-19.3%[57.1 µM]	23.0%[57.1 µM]
6	Cc1ccc(N2C(N)=C(C#N)C3(C(=O)N(C)c4ccccc43)C3=C2CC(C)(C)CC3=O)cc1Cl (centres undefined)	0.5%	-11.1%	-4.2%	1.3	-1.2	0.8	1.2	-5.4%	-14.1%
7	COc1ccc(-c2cc(C(F)F)n3ncc(C(=O)NCC4CCCO4)c3n2)cc1 (centres undefined)	1.7%	-4.9%	7.7%	-2.1	0.9	0.1	-5.5	120.1%[activator]	-4.9%
8	O=C(N/N=C/c1ccco1)c1ccc(NC(=O)c2ccc(Cl)cc2)cc1	2.8%	-11.9%	13.8%	2.5	·	·	-3.0	11.8%	-28.3%

New compounds follow.
nr	compound	mIDH1 inhibitor	USP1-UAF1 inh	Pin1 inh	TRHR ag	D2 antag	D2 agonist	TRHR PAM	TrxR1 substrate	TrxR1 inh
9	CCOc1ccc(CCNc2ncnc3onc(-c4ccc(Cl)cc4)c23)cc1OCC	3.5%	-21.2%	-7.3%	-1.2	·	-0.6	2.6	-1.8%	4.5%
10	COc1ccc2c(c1)[nH]c1c(N3CCN(Cc4ccc5c(c4)OCO5)CC3)ncnc12	4.2%	-23.4%	4.4%	-0.1	-13.1	17.6	-1.8	2.8%	-6.3%
11	Cc1c(C(=O)OCCN2CCCCC2)oc2ccccc12	8.8%	-0.8%	-4.1%	-0.1	-22.1	0.3	2.1	4.4%	7.9%
12	CCc1nn(CC(=O)N(CC)Cc2ccccc2)c(=O)c2cc3occc3n12	0.0%	-13.7%	-3.5%	-0.9	·	·	-4.3	-7.3%	-9.5%
13	CC(=O)Nc1ccc(Nc2nc(C)nc3c2nnn3Cc2ccccc2Cl)cc1	1.1%	-15.7%	?	-0.3	·	·	-1.1	23.3%	2.7%
14	COc1ccc(NC(=O)c2sc3nc4c(cc3c2N)CN(Cc2ccccc2)CC4)c(OC)c1	-1.3%	?	?	0.3	·	0.8	1.7	17.4%	24.1%
15	Cc1ccc(C2c3sc(=O)[nH]c3SC3C(=O)NC(=O)C32)cc1 (centres undefined)	4.9%	-15.3%	-1.2%	0.4	2.6	2.0	1.0	-9.8%	-8.5%
16	COc1ccc(N2CCN(CCCNC(=O)c3cnn(-c4ccc(C)cc4)c3-n3cccc3)CC2)cc1	15.4%	-18.9%	-3.8%	-0.4	·	-0.8	0.3	1.3%	?

Additional entries.
nr	compound	mIDH1 inhibitor	USP1-UAF1 inh	Pin1 inh	TRHR ag	D2 antag	D2 agonist	TRHR PAM	TrxR1 substrate	TrxR1 inh
17	Cc1ccc(OC(=O)CCc2c(C)nc3ncnn3c2C)cc1	1.2%	-13.9%	-0.9%	0.1	-15.6	0.6	-3.3	2.5%	11.9%[57.1 µM]
18	C=CCn1c(CCc2ccccc2)nnc1SCC(N)=O	1.3%	-8.0%	-12.3%	-0.1	-7.5	-1.0	32.3*	-2.2%	6.5%
19	CCN(CC)CCCN1C(=O)C(O)=C(C(=O)c2sc(C)nc2C)C1c1ccc(C)o1 (centres undefined)	·	·	·	0.4	-6.6	0.1	-0.8	·	·
20	CC(C)(C)NC(=O)CSC(=Nc1cccc(F)c1)NC#N	7.5%	-20.3%	?	1.3	2.7	0.5	-4.3	-0.5%	1.4%
21	O=C(NNC(=O)c1ccc2ccccc2c1)c1ccc(Cl)cc1	-4.8%	3.3%	1.3%	·	·	·	·	-2.2%[2.29 µM]	2.9%[2.29 µM]
22	O=C(N/N=C/c1ccc(OC(=O)c2cccs2)cc1)c1ccccn1	-3.4%	-3.2%	?	-0.1	7.9	0.1	7.1	0.8%	1.0%
23	O=C(CN1C(=O)COc2ccccc21)NCCCN1CCCCC1	0.4%	-14.3%	-0.4%	0.5	-4.7	0.4	19.7	-0.9%	-6.8%
24	Cc1nn(-c2ccc(F)cc2)c(-n2cccc2)c1C(=O)N1CCN(c2ccccc2)CC1	-11.2%	-34.5%	-0.4%	-0.6	·	-0.7	-0.8	-2.5%	15.0%

Single entries from above:
Reading for `COc1ccccc1Nc1nn2c(=O)c3ccc(C(=O)NC4CCC(C)CC4)cc3nc2s1` (centres undefined) under TRHR PAM: 7.1
Reading for `C=CCn1c(CCc2ccccc2)nnc1SCC(N)=O` under TrxR1 inh: 6.5%

Other entries follow:
nr	compound	mIDH1 inhibitor	USP1-UAF1 inh	Pin1 inh	TRHR ag	D2 antag	D2 agonist	TRHR PAM	TrxR1 substrate	TrxR1 inh
25	O=C(CN1CCN(S(=O)(=O)c2ccccc2)CC1)NCCc1ccccc1	-4.3%	0.4%	3.5%	-0.3	-16.0	-0.3	9.4	0.4%	10.0%
26	Cc1cccc(C(=O)NC(=S)NNC(=O)Cc2ccccc2)c1	16.5%	-15.6%	57.3%[activator]	10.4	6.6	36.7*	0.5	2.7%	-10.9%
27	COc1ccc(Cc2nc(-c3cccnc3)no2)cc1OC	5.0%	-11.1%	8.2%	-0.1	-14.5	-0.2	0.4	7.7%	13.6%
28	Cc1cc(=O)oc2cc(OCC(=O)Nc3ccc(F)cc3F)ccc12	4.6%	-16.9%	-1.2%	0.0	-3.1	-0.2	-4.9	28.0%	-8.6%
29	CCCCNC(=O)C1(N2C(=O)c3ccccc3C2=O)CCCC1	1.2%	-4.0%	-2.1%	·	·	·	·	12.5%[57.1 µM]	12.8%[57.1 µM]
30	O=C1CCC(C(=O)N2CCSCC2)CN1CCc1ccccc1 (centres undefined)	-0.8%	5.8%	4.2%	0.4	-3.5	0.5	1.5	5.5%[57.1 µM]	3.1%[57.1 µM]
31	O=S(=O)(Nc1cccc(-c2ccc(N3CCCCCC3)nn2)c1)c1ccc(F)cc1	0.0%&-10.8%	-21.9%&-17.9%	17.1%&8.5%	-0.3&-0.2	-2.9	0.1&-0.4	-10.1&0.3	-2.5%	5.0%
32	COc1ccc(CN(CCC(c2ccccc2)c2ccc(OC(C)C)cc2)C(=O)CCl)cc1OC (centres undefined)	?	-26.9%	26.9%	0.4	-8.9	4.4	-6.9	-7.3%	?

Following part:
nr	compound	mIDH1 inhibitor	USP1-UAF1 inh	Pin1 inh	TRHR ag	D2 antag	D2 agonist	TRHR PAM	TrxR1 substrate	TrxR1 inh
33	Cc1nc2nc(NC(=O)c3ccc(C(C)(C)C)cc3)[nH]n2c(=O)c1Cc1ccccc1	2.9%	-4.2%	1.4%	0.9	·	2.1	-0.3	-0.6%	5.6%
34	COC(=O)c1cn(C(C)C(=O)NCc2ccco2)c2ccccc12 (centres undefined)	6.5%	-14.3%	-1.2%	-0.4	-7.1	-0.8	4.0	-0.9%[57.1 µM]	5.0%[57.1 µM]
35	O=C(NCC1CCCO1)C1CCN(S(=O)(=O)c2cc(Cl)ccc2Cl)CC1 (centres undefined)	-0.4%	-21.1%	-0.5%	-1.0	4.9	-0.1	-0.5	1.3%[57.1 µM]	-10.5%[57.1 µM]
36	CC1(C)CC(=O)C2=C(C1)N(Cc1ccco1)C(=O)C2(NC(=O)c1cccnc1)C(F)(F)F (centres undefined)	-1.5%	-6.4%	-1.3%	0.3	-7.8	0.0	5.8	-8.0%	-21.4%
37	O=C(Nc1ccccc1N1CCN(c2ccccc2)CC1)c1cccc(F)c1	6.1%	-14.8%	2.7%	5.7	1.1	0.2	20.1	-3.4%	-5.4%
38	COc1cc(C(=O)Nc2ccc(C)cn2)c([N+](=O)[O-])cc1OC	-1.6%	-0.3%	-3.8%	0.1	0.7	-0.6	15.2	4.3%[57.1 µM]	0.1%[57.1 µM]
39	COc1ccccc1N1CCN(C2CCN(S(=O)(=O)c3ccc(NC(C)=O)cc3)CC2)CC1	-6.7%	-21.0%	-4.4%	-0.8	31.7*	48.9*	6.3	-2.8%	-3.4%
40	CCc1cccc(NS(=O)(=O)c2cccc3cccnc23)c1	-2.0%	0.8%	-0.9%	-0.3	8.2	0.4	-8.4	-1.4%	-7.3%
41	O=C(CCc1ccccc1)N1N=C(c2ccncc2)CC1(O)C(F)(F)F (centres undefined)	-0.1%	-9.4%	-7.0%	0.1	-0.9	-0.1	-5.3	-3.5%	4.8%
42	COc1ccccc1N(C(=O)Cn1nnc(-c2ccc(C)o2)n1)C(C(=O)NC1CCCC1)c1ccncc1 (centres undefined)	0.0%	-16.0%	-0.5%	-0.2	-0.8	0.0	-6.3	-7.4%	-4.3%

High-throughput results (PubChem BioAssay)
